ALOX12 inh: ALOX12 (human) lipoxygenase inhibition | purified 12hLO, xylenol orange hydroperoxide absorbance | hit rate 1.1% among 580,000 | Potency, µM (highest dose often 108 µM), for the others: at the top dose activity change, negative = inhibition, most hits filed as inhibitors | AID 1671190; active = well fitted inhibition curve with a large enough effect; inconclusive = small, poorly fitted or top-dose-only effect, or another doubt; inactive = no such curve, though single readings can be large or run the other way
Target sequence (P18054 whole entry, looked up): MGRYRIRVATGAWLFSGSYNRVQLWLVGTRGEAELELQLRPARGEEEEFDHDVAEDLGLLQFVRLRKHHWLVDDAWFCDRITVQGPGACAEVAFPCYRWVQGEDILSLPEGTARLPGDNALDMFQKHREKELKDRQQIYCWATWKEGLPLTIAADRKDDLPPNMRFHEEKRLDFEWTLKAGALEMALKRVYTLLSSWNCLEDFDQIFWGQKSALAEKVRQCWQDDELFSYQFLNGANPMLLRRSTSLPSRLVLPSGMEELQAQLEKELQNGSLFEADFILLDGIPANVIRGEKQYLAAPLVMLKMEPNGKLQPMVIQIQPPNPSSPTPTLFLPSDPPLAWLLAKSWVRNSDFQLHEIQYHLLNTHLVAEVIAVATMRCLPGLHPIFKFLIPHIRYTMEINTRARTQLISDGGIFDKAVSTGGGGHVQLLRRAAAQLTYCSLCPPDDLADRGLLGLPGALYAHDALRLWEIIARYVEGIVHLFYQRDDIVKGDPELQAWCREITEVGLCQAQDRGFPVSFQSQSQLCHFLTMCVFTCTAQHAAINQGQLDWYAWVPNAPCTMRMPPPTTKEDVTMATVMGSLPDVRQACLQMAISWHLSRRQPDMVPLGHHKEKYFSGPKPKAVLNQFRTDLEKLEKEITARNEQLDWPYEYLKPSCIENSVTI
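Purified human 12hLO (150 nM final) in 25 mM Hepes, 0.01% Triton X-100, pH 7.0 was preincubated 15 min at room temperature with compound. Then 40 uM arachidonic acid was added, 30 min. Hydroperoxide was read by Fe-XO absorbance ratio 573/405 nm.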
* hit, by the source's call; ? = inconclusive; [ ] = dose if it differs, or a comment. % is set by controls: 0 for no effect and ±100 for the full control effect; potency is the fitted concentration of half-maximal effect. Only part of the results is shown, so the mix of outcomes need not match the whole.

compound	ALOX12 inh
Cc1ccc(C(=O)NC2CCN(C(=O)N3CC4CC(C3)[C@H]3CCCC(=O)N3C4)CC2)cc1 (stereo partly drawn)	16.9%
CC[N+](C)(CC)CCCOC(=O)C1(c2ccccc2)CCCC1	20µM*
O=C(NCC1CCN(c2cc(-c3ccc(F)cc3)[nH]n2)CC1)c1n[nH]c2c1CCCC2	45.0%[activator]
CN(Cc1ccccc1)Cc1cn([C@H]2CO[C@H]3[C@@H]2OC[C@@H]3NC(=O)Nc2ccc(Oc3ccccc3)cc2)nn1	53.4%[activator]
CCOc1ccc(/C(O)=C2\C(=O)C(=O)NC2c2ccc(Cl)cc2)cc1 (stereo not drawn)	?
O=C(c1ccsc1)N1CCCC(CN2CCCC2)CC1 (stereo not drawn)	105.2%[activator]
COc1cccc(C(=O)N2CCC(c3nc(-c4cccnn4)no3)CC2)c1	24.4%
COc1ccc(-c2cc(N3CCCC(NC(=O)c4ccc(OC)c(OC)c4)C3)n[nH]2)cc1 (stereo not drawn)	31.6%
CN(Cc1cccc(Cl)c1)C(=O)C1CCN(c2ccc(C(F)(F)F)cn2)CC1	3.6%
CCn1cc(S(=O)(=O)N2CCC(c3noc(-c4cnccn4)n3)C2)cn1 (stereo not drawn)	25.4%
CCOc1cc(/C=C/C(=O)O)cc(Cl)c1OC	-3.1%
O=C(Cc1ccccc1F)NCCc1noc(-c2cccnc2)n1	12.2%
COc1nc(C(=O)NCC(C)N(C)C)cc2ccccc12 (stereo not drawn)	-2.2%
O=C(CCC1CCCC1)N1CCCC(CN2CCCC2)CC1 (stereo not drawn)	26.7%
COc1ccccc1OC(C)C(=O)c1ccc(C)cc1 (stereo not drawn)	-25.1%

(listing goes on)
compound	ALOX12 inh
Cc1cccc([C@H]2C[C@@H](O)[C@@H](O)[C@@H]2NC(=O)C2CCOCC2)c1	32.2%[activator][176 µM]
CN(C)CCNC(=O)c1n[nH]c2c1CN(C(=O)c1ccc(F)cc1F)CC2	47.2%
O=C1COCC2(CN(CCCc3ccccc3)C2)CN1Cc1ccccc1	?
CCCn1cnnc1CNC(=O)C1(Oc2ccc(Cl)cc2)CCNCC1	3.6%
CN(Cc1cccn1C)C(=O)c1ccccc1F	12.4%[176 µM]
COC[C@@H]1CN(S(=O)(=O)c2cccc(F)c2)C[C@H]1c1ccncc1	50.6%[activator]
CCOC(=O)N1CCN([N+]([O-])=NOc2ccc([N+](=O)[O-])cc2[N+](=O)[O-])CC1	?
N#Cc1ccc(-c2csc(-c3ccsc3)n2)cc1	?
COc1ccc(N2CC3CCC(C2)N3Cc2cccc(-c3cccs3)c2)cc1	1.2%[6.33 µM]
NC(=O)CCNC(=O)C1=C[C@@H](NC(=O)c2cccc(F)c2)[C@@H](O)[C@H](O)C1	?
Clc1cccc(CSc2nc3ncccc3[nH]2)c1	-3.8%
COc1cccc(CN2C(=O)OC3(CCN(C(=O)C4CCC4)CC3)C2(C)c2cccnc2)c1 (stereo not drawn)	74.5%[activator]
COc1ccccc1OCCNC(=O)C1CC(=O)N(c2n[nH]c3ccccc23)C1 (stereo not drawn)	12.6%
Cc1ccc(NC(=O)N2CCc3c(C(=O)NC(C)C)cccc32)cc1	32.9%[activator]
O=C(Nc1cccc(-c2nnc3n2CCCC3)c1)c1ccccn1	48.6%

Copied from above (five entries):
compound	ALOX12 inh
Cc1cccc([C@H]2C[C@@H](O)[C@@H](O)[C@@H]2NC(=O)C2CCOCC2)c1	32.2%[activator][176 µM]
CN(C)CCNC(=O)c1n[nH]c2c1CN(C(=O)c1ccc(F)cc1F)CC2	47.2%
O=C1COCC2(CN(CCCc3ccccc3)C2)CN1Cc1ccccc1	?
CCCn1cnnc1CNC(=O)C1(Oc2ccc(Cl)cc2)CCNCC1	3.6%
CN(Cc1cccn1C)C(=O)c1ccccc1F	12.4%[176 µM]

More structures.
compound	ALOX12 inh
COc1ccc2c(c1)CC/C(=C\c1ccc(Br)cc1)C2=O	?
CNC(=O)c1cc[nH]c1C1CCCN(C(=O)Cc2c[nH]c3ccccc23)C1 (stereo not drawn)	0.2%
CCn1nc(C)c(CCNC(=O)C2CCC(=O)N(C3CCCC3)C2)c1C (stereo not drawn)	-3.5%
OCc1cc2n(n1)CCCN(Cc1cnc(SCc3ccccc3)nc1)C2	-25.2%
CCNC(=O)c1cccnc1OC1CCN(C(=O)c2ccc(C)c(C)c2)C1 (stereo not drawn)	30.7%[activator]
COc1ccc(C2CC(=O)C(c3ccccc3)=CN2Cc2ccccc2)cc1 (stereo not drawn)	-2.5%
CCOCCCNC(=O)/C=C/c1ccc(C)cc1	5.4%
COc1cccc(CN2C[C@@H](F)[C@@H](OCc3nc4ccccc4o3)C2)c1	17.8%[176 µM]
N#Cc1cccc(CN2CCC3(CCN(Cc4ccncc4)CC3)C(CO)C2)c1 (stereo not drawn)	38.2%
Cc1ccc(C(=O)CSC#N)o1	0.7%
CCCCCCCn1c(SCC(=O)c2ccccc2)nc2c1c(=O)[nH]c(=O)n2C	-2.7%
CC(CCc1ccccc1)NCc1ccc(C(=O)O)cc1 (stereo not drawn)	?
N#Cc1nc(-c2ccc(S(=O)(=O)N3CCOCC3)cc2)oc1NCc1ccc2c(c1)OCO2	-17.4%
Cc1ccc(C)c(C(=O)N2CCC(OC3CCN(C)CC3)CC2)c1	34.0%[activator]
Cc1noc(-c2nc(-c3cccc(Br)c3)no2)n1	-7.0%

(more compounds)
compound	ALOX12 inh
O=C1[C@@H]2C[C@@H](O)CN2C2(CN(Cc3ccoc3)C2)C(=O)N1Cc1cccc(Cl)c1	-0.5%[176 µM]
CCOC(=O)C1=C(C)N=C2SC=C(CC(=O)NC(C)CC)N2C1c1cccc([N+](=O)[O-])c1 (stereo not drawn)	41.7%
O=C([C@@H]1C[C@H](Oc2cccnc2)CN1C(=O)CCc1ccccc1)N1CCCC1	13.8%
CCCCCCn1nc(C(=O)NCc2ccc(C(=O)O)cc2)c2ccccc2c1=O	-5.4%
O=C(Cc1ccccc1[N+](=O)[O-])Nc1ccc2oc(C3CC3)nc2c1	5.2%
CN1CCCC1c1nc(C2CN(C(=O)c3ccco3)C2)no1 (stereo not drawn)	19.7%
CCc1nc(-c2c3n(c(=O)n(CCCOc4ccc(F)cc4)c2=O)CCCC3)no1	33.0%
COC(=O)C1=C(C)N=C2SC=C(CC(=O)NC3CC3)N2C1c1cccc(OC)c1 (stereo not drawn)	69.1%[activator]
FC(F)(F)c1cccc(/C=C/c2nc3c(ccc4ccccc43)s2)c1	?
CNC(=O)[C@@H]1CN(C(=O)c2ccn(C)n2)C[C@H]1COC	17.8%
Cc1ccc(NC(=O)COC(=O)c2ccc3ccccc3n2)cc1C	?
COc1cc(NC(=O)C(=O)NC(C)C)ccc1N1CCCCS1(=O)=O	-29.9%
O=C(COC(=O)CC(c1ccccc1)c1ccccc1)Nc1ccc(N2CCOCC2)cc1	?
CCOC(=O)c1c(C)n(CC(=O)O)c2ccc(OC)cc12	?
CS(=O)(=O)NC[C@H]1OC[C@@H](NCc2ccc(S(C)(=O)=O)cc2)[C@@H]1O	8.2%[176 µM]

Carrying on.
compound	ALOX12 inh
Cc1ccc(-c2noc(-c3cccn3CC(=O)N3CCc4ccccc43)n2)cc1	0.8%
Cc1ncc2c(c1CNC(=O)c1ccccc1F)CCN(C(=O)c1[nH]c3ccc(Cl)cc3c1C)C2	8.1%
Cc1cnc(C(=O)N[C@@H]2CCC[C@@H]2C(=O)NCC2CCCCC2)cn1	3.8%
CCN(Cc1ccncc1)Cc1cn(-c2ccccc2)nn1	68.7%[activator]
CCN1C(=O)COc2ccc(-c3csc(NC(=O)c4ccco4)n3)cc21	?
CC(=O)N1CC[C@H](c2nc3ncccc3[nH]2)C1	-1.1%[176 µM]
Fc1ccc(CN2CCOC[C@H]2c2ncc(-c3ccc(Cl)s3)[nH]2)cc1	?
CCOCC(=O)N1CCCn2ccnc2C1C(C)C (stereo not drawn)	31.3%[activator]
Cc1noc(C(C)C)c1C(=O)NCc1ccnc(OC2CCCC2)c1	23.1%
CNC(=O)NC(=O)C(C)SC(C)c1ccc(F)cc1 (stereo not drawn)	1.5%
COc1ccc(C(C)NC(=O)NCc2ccn[nH]2)cc1OC (stereo not drawn)	16.6%
COC(=O)C1=C(C)N(Cc2ccccc2C(F)(F)F)C(=NCc2ccc3c(c2)OCO3)NC1c1cccc(C(F)(F)F)c1 (stereo not drawn)	-13.9%
COc1cccc(C(=O)N2CCC3(CCCCO3)CC2)c1	9.5%
CC(=O)N1CCCN(c2nc3ncccc3o2)CC1	22.8%[176 µM]
Cc1cn2nnc(C(=O)Nc3ccc(C)c(C)c3)c2c(=O)[nH]1	1.0%

Carrying on:
compound	ALOX12 inh
O=C(Cc1ccccc1Cl)NCc1cccc(C(=O)Nc2ccccc2)c1	-6.2%
Cc1cc(S(=O)(=O)N[C@@H]2CCOC[C@H]2Oc2ccccn2)c(C)s1	-7.4%
O=C(NC1CCCC1)c1cc(-c2ccco2)nc2ccccc12	?
O=C(COc1ncnc2ccccc12)Nc1ccc(F)c(F)c1	21.8%
CCC(C)(C)NC(=O)/C=C/c1ccc(OC)c(OC)c1	6.4%
CS(=O)(=O)Oc1ccc2c(=O)c(-c3ccccc3)coc2c1	-55.2%
CCn1c(CC2C(=O)N(C(C)C)c3ccccc32)nc2ccccc2c1=O (stereo not drawn)	0.8%
O=C(NC1CC1)C1COC2(CCN(C(=O)c3cccc([N+](=O)[O-])c3)CC2)N1C(=O)c1ccccc1 (stereo not drawn)	8.2%
CC(NC(=O)Cc1ccc(F)cc1)C(=O)N1CCC2(CC1)NCCc1[nH]cnc12 (stereo not drawn)	0.2%
O=C(Nc1ccc(F)cc1F)N1CCC2(CC1)SCC(=O)N2c1ccc(F)cc1	25.3%
O=C(Nc1ccccc1F)c1ccccc1C(F)(F)F	12.8%
CCC(C)C(=O)Nc1c(C(=O)OC)n(CC2CCCO2)c2ncc(NC(C)CCO)cc12 (stereo not drawn)	21.1%
COc1ccc(C)cc1C(C(=O)O)N1CCN(Cc2csc(C)n2)CC1 (stereo not drawn)	-4.1%
Cn1cc(CN(Cc2c(C(=O)N3CCCC3)nc3sccn23)C2CC2)cn1	0.2%
Cc1ccc(S(=O)(=O)N(C)CCc2noc(-c3ccccc3Cl)n2)c2nsnc12	25.8%

(next part)
compound	ALOX12 inh
COCCN1C(=O)N(CC(C)C)C(=O)C12CCN(Cc1cnn(-c3ccccc3OC)c1)CC2	19.9%
N#Cc1ccc(NCCNc2cccc3ccccc23)nc1	?
CC1=C[C@@H](CNCCN(C)C)[C@H](C(C)C)C[C@H]1Cc1nnc(C(C)(C)C)o1	17.1%[176 µM]
COC(=O)c1cccc(Nc2cc(-c3ccccc3)ncn2)c1	?
O=C(Nc1cc(S(=O)(=O)N2CCOCC2)ccc1NCC1CCCO1)NC1CCCCC1 (stereo not drawn)	14.1%
O=C(Nc1ccccc1)C1=NO[C@@H]2CN(Cc3ccc4[nH]ccc4c3)C[C@H]12	?
COc1ccc(CN2CCN(C(C)=O)CC2)cc1OC1CCN(C(=O)c2ccc3[nH]c(C)c(C)c3c2)CC1	-2.5%
CCCOc1ccc(NC(=O)c2ccccc2Cl)c2cccnc12	-12.8%
CC(C)(Oc1nn(CC2CC2)c2ccc(CN3CCCC3)cc12)C(=O)NCC(F)(F)F	13.6%[176 µM]
Cn1nccc1-c1ccn[nH]1	13.5%
O=C(CSc1nccnc1N1CCN(c2ccccc2)CC1)Nc1ccccc1Cl	-0.5%
Cc1ccccc1OC(=O)c1ccc(-c2ccccc2)cc1	0.7%
COc1cccc([S+](=O)([O-])N2CC(Oc3ccc(F)c(C)c3)C2)c1	60.6%[activator]
CN(C)[C@H]1CCN(C(=O)c2ccccc2-n2cncn2)C[C@H]1CCC(=O)O	?
CN1CCC(NC(=O)c2n[nH]c3c2CN(C(=O)c2ccc(F)cc2F)CC3)CC1	-13.4%

Additional compounds:
compound	ALOX12 inh
CC1CCN(C(=O)C2CCN(C(=O)c3ccc(C#N)cc3)CC2)CC1	-33.6%
Cc1ccc(OC2(C(=O)NC(C)c3nn[nH]n3)CCNCC2)cc1 (stereo not drawn)	-7.3%
COCc1nc(C2CCCN(C(=O)c3ccnn3C)C2)no1 (stereo not drawn)	43.0%[activator]
Cc1cc(C(=O)OCCOc2ccccc2)c2ccccc2n1	1.4%
CC(Cc1cccc(F)c1)C(=O)N1CCC(C(=O)N2CCN(C)CC2)CC1 (stereo not drawn)	13.4%
CC(C)NC(=O)C[C@@H]1C[C@H]2O[C@H](CNCc3ccccc3C(F)(F)F)[C@@H](O)[C@H]2O1	10.3%[176 µM]
CN1C(=O)[C@@H]2C[C@@H](CN2Cc2ccc(Cl)cc2)Oc2ccccc21	-11.7%[176 µM]
Cc1c(F)cccc1NC(=O)Nc1cccc(-c2nnc3n2CCCC3)c1	40.3%[activator]
O=C(NCc1ccco1)N[C@@H]1CCOC[C@H]1OCc1ccccc1	18.5%
COc1ccc(CNC(=O)CSc2nnc(C)n2C2CC2)cc1OC	4.6%
Cc1ccc(NC(=O)CSCc2nc(-c3ccccc3)oc2C)cc1	7.7%

Structural class: those above containing bromine
compound	ALOX12 inh
COc1ccc2c(c1)CC/C(=C\c1ccc(Br)cc1)C2=O	?
Cc1noc(-c2nc(-c3cccc(Br)c3)no2)n1	-7.0%

Source: PubChem (National Center for Advancing Translational Sciences (NCATS))
